From PubChem
Pin1 inh: blocks the human prolyl isomerase Pin1. Pin1 FP peptide displacement, HiFluor488, 10 min. Potency, µM (highest dose often 115 µM), inactives show at the highest dose activity, negative = inhibition, hits mostly inhibitors. 0.009% of 390,000 active; active = well fitted inhibition curve with a large enough effect in the polarisation, with a control signal flat, not every such curve was filed as active; inconclusive = small, poorly fitted or top-dose-only effect, or effect the other way, or a change in a side signal; inactive = no such curve, though single readings can be large or run the other way; the % refers to the polarisation; also: % is scaled to controls: 0 for no effect and ±100 for the full control effect
Tb PGK inh: T. brucei PGK inhibition; PGK/GAPDH coupled, Kinase-Glo luminescence, 60 min; Potency, µM (top dose mostly 57.5 µM), without a hit: at the highest dose activity change, negative = inhibition, hits mostly inhibitors; AID 602233; 0.043% of 380,000 active; also: % is scaled to controls: 0 for no effect and ±100 for the full control effect; nearly all actives have a fitted effect of over 60% in size
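Recombinant glycosomal PGK reaction used 1,3-bisphosphoglycerate generated in-well by GAPDH (100nM final) in 100mM TEA pH 7.6, 5mM MgCl2, 0.01% Tween-20. After 60 minutes at room temperature, ATP was read by Kinase-Glo Plus luminescence end-point.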
JMJD2A Tudor inh: JMJD2A Tudor domain (human) inhibition. AlphaScreen JMJD2A-Tudor / H3K4me3 peptide binding. Potency, µM (doses to about 114 µM), inactives show at the top dose activity change, negative = inhibition, hits mostly inhibitors. 4.4% of 390,000 active. O75164; also: % is scaled to controls: 0 for no effect and ±100 for the full control effect; nearly all actives have a fitted effect of over 50% in size
Target sequence (O75164 whole entry, looked up, the tested form may be a part): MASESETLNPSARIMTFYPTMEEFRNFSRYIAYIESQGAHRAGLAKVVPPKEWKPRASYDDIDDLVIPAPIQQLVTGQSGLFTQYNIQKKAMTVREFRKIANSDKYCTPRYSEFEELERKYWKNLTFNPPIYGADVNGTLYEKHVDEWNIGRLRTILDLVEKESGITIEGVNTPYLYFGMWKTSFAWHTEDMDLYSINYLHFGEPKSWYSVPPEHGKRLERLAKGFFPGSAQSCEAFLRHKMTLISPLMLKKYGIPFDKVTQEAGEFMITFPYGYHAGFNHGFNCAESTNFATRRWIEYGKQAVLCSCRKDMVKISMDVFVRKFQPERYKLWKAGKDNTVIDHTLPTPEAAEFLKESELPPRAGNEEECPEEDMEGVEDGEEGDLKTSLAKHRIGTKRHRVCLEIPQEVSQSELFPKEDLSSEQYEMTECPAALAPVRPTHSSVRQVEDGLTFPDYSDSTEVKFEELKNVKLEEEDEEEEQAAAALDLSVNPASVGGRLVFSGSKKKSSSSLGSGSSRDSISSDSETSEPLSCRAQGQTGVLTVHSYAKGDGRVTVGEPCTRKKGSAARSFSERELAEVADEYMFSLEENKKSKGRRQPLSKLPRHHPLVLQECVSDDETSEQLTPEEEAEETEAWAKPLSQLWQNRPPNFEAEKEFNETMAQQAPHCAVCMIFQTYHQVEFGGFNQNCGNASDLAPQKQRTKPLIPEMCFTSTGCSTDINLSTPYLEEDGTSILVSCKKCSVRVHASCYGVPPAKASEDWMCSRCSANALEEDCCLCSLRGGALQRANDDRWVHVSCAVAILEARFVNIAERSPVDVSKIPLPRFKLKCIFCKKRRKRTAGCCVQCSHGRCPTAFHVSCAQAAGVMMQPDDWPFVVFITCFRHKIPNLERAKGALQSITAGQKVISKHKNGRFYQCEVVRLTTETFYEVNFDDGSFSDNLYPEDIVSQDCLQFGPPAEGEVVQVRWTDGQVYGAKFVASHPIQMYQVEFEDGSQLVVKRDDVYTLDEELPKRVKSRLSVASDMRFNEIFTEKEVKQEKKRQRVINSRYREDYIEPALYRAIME
BLM helicase inh: Bloom syndrome helicase (human) inhibition; P54132; recombinant BLM DNA unwinding, fluorescence dequenching; Potency, µM (top dose mostly 56.1 µM), inactives show at the top dose activity change, negative = inhibition, actives largely listed as inhibitors; 0.2% of 350,000 active;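 also: plate controls were vehicle for no effect and no enzyme for full effect; nearly all actives have a fitted effect of over 35% in size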
HP1b chromo inh: HP1-beta chromodomain-methylated histone interaction inhibition; P83916; AlphaScreen HP1-beta / biotin-H3K9me3 peptide binding; Potency, µM (top dose mostly 114 µM), for inactives: at the highest dose activity change, negative = inhibition, usual class: inhibitors; 0.56% of 390,000 active; AID 540317; also: nearly all actives have a fitted effect of over 70% in size; inactives centre near 23
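HP1-beta protein (50 nM final) preincubated 30 min at room temperature with biotinylated H3(1-18)K9me3 peptide (50 nM) in PBS pH 7.4, 0.01% Tween-20, then compound added for 30 min. AlphaScreen streptavidin donor/nickel chelate acceptor beads (10 ug/mL final), 30 min dark, luminescence read.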
Pol iota inh: inhibitors of human DNA polymerase iota; Q9UNA4; Pol iota fluorescent replication assay, 10 min; Potency, µM (top dose mostly 115 µM), for inactives: at the top dose activity, negative = inhibition, most hits filed as inhibitors; 1% of 390,000 active; AID 588590
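Pol iota at 10 nM preincubated 15 min with compounds at room temperature; reaction started with fluorescent substrate, 50 nM final. Fluorescence read kinetically at 0 and 10 min; buffer-only wells as negative control.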
BAZ2B inh: BAZ2B (human) inhibition | 4.4% of 360,000 active | AlphaScreen BAZ2B-H3K14Ac peptide displacement | Potency, µM (top dose mostly 114 µM), inactives show top-dose activity change, negative = inhibition, hits mostly inhibitors; also: % is scaled to controls: 0 for no effect and ±100 for the full control effect; nearly all actives have a fitted effect of over 60% in size
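In this displacement format the biotinylated H3(5-23) peptide acetylated at Lys14 serves as ligand at 50 nM, with BAZ2B at 50 nM in PBS pH 7.4 containing 0.01% Tween-20. Donor and acceptor beads are 10 ug/mL final.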
GLS inhibitor: blocks human kidney-isoform glutaminase activity | O94925 | AID 624170 | 0.21% of 410,000 active | Potency, µM (top dose mostly 45.5 µM), for the others: at the top dose activity change, negative = inhibition, most hits filed as inhibitors | GLS enzymatic activity, qHTS titration; also: % is scaled to controls: 0 for no effect and ±100 for the full control effect
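Coupled fluorescence readout: glutamate oxidase/HRP/Amplex Red detect glutamate formed by hKGA from L-glutamine (1 mM solution added). Buffer 45 mM KH2PO4 pH 8.2, 0.02% Tween-20; reads at t0 and 30 min RT.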
G9a inh: G9a (human) methyltransferase inhibition; Q96KQ7; G9a H3K9 monomethylation, AlphaScreen, 2 h; Potency, µM (top dose mostly 102 µM), for inactives: top-dose activity, negative = inhibition, usual class: inhibitors; 8.8% of 350,000 active; AID 504332; also: % is scaled to controls: 0 for no effect and ±100 for the full control effect; nearly all actives have a fitted effect of over 75% in size
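Signal arises when biotinylated H3K9 peptide, once monomethylated, bridges streptavidin donor and antibody-captured acceptor beads. Enzyme at 20 nM was preincubated 15 min with test compounds; peptide 500 nM and SAM 20 uM then reacted for 2 h.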
The depositor's hits bear a star; i = inactive; ? = inconclusive; · = no result given; & = joins results of further samples; [ ] = remark or other dose. Unless noted, calls follow the shape of the dose curve; as a rule, active = well fitted curve in the direction sought with a large enough effect; inconclusive = small, poorly fitted or top-dose-only effect, or another doubt; inactive = no such curve, though single readings can be large; an effect the other way counts as inactive or inconclusive. Potency is read from the fitted curve at half-maximal effect. Only part of the results is shown; count on the stated rates, not on these rows.

SMILES	Pin1 inh	Tb PGK inh	JMJD2A Tudor inh	BLM helicase inh	HP1b chromo inh	Pol iota inh	BAZ2B inh	GLS inhibitor	G9a inh
CSc1ccc(CN(C)C(=O)c2ccc(S(=O)(=O)Nc3ccccc3)cc2)cc1	6.8%	-4.8%	-33.1%	·	-0.4%	5.4%	-33.1%	10.9%	?
COc1ccc2[nH]c(=O)c(CN(C(=O)c3cccnc3)c3ccccc3C)cc2c1	-13.9%	2.2%	-7.0%	1.6%	19.5%	46.6%[activator]	-1.3%	4.0%	·
Cc1cc(C)n(-c2nc(NCC(C)O)c3c4c(sc3n2)COC(C)(C)C4)n1 (centres undefined)	2.0%	-1.1%	-20.4%	-1.5%	20.3%	20.3%	-3.7%	-8.9%	·
COc1ccccc1CNC(=O)c1ccc(N2CCCC2)c(NC(=O)NCc2ccc(F)cc2)c1	-10.2%	-0.8%	-4.6%	-0.4%	67.5%[activator]	4.0%	18.2%	8.5%	32.4%[59 µM]
O=C(/C=C/c1cccs1)Nc1ccc(N2CCOCC2)c(S(=O)(=O)Nc2ccccc2Cl)c1	15.4%	-2.6%	-33.1%	-9.8%	8.5%	12.5%	-8.0%	6.3%	?
COc1ccc(NC(=O)c2oc3ccc(S(=O)(=O)N4CCCCC4)cc3c2C)cc1	-5.2%	0.0%	-25.1%	-5.2%	4.3%	-10.2%	-15.5%	-16.8%	2.5%[59 µM]
CCOC(=O)CN1CC23C=CC(O2)C(C(=O)NC2CCCCCC2)C3C1=O (centres undefined)	0.0%	-7.8%	-2.8%	1.7%	62.7%[activator]	13.7%	0.3%	-2.9%	17.5%
Oc1ccc(Cl)cc1N=Nc1ccccc1	-5.9%	-10.2%	35.5µM*	-4.6%	-26.7%	26.3%	31.6µM*	7.2%	22.4µM*
Cc1ccc(C2CC(c3cccs3)=NN2C(=O)CSc2nc(=O)n3cc(C)ccc3n2)cc1 (centres undefined)	39.1%[activator]	-2.2%	-17.2%	·	16.8%	29.2%	5.8%	0.6%	-16.9%[0.501 µM]
CCOC(=O)c1c(NC(=O)C(F)(OC)C(F)(F)F)sc(C(=O)N2CCCCC2)c1C (centres undefined)	-1.6%	3.2%	6.1%[11.4 µM]	-11.2%	-13.6%	?	2.4%	1.3%	5.9%[59 µM]
Fc1ccc(-c2nnc(CN3CCN(c4ccccn4)CC3)o2)cc1	11.2%	2.7%	-1.4%	0.8%	21.7%	13.7%	-12.9%	-1.5%	-0.3%[59 µM]
O=C(c1ccc2c(Cl)c3c(nc2c1)CCCC3)N1CCN(c2ccccc2)CC1	-14.7%	8.7%	-12.8%	-9.9%	-4.8%	3.1%	?	2.5%	-40.6%[59 µM]
N#Cc1c2c(c(NCc3ccco3)n3c1nc1ccccc13)CCC2	0.4%	i	7.5%[11.4 µM]	-3.3%	-18.3%	?	0.2%	-13.0%	19.9%
Cc1cc(C)c(NC(=O)CNC(=O)c2ccccc2SCC(=O)N2CCCC2)c(C)c1	-1.6%	-6.9%	-24.8%	·	21.2%	45.0%[activator]	2.8%	2.5%	?
CCOC(=O)c1c(S(=O)(=O)NCC(=O)Nc2cc(C)ccc2C)c(C)n(C)c1C	-13.0%&-10.1%	?	-15.8%&-26.0%	-0.4%&1.3%	23.8%&1.1%	0.2%&11.1%	-13.0%&-16.8%	-1.7%&3.8%	5.5%[59 µM]
COc1ccc(C(C)=O)cc1COc1cccc2c1OC(C)(C)C2	3.4%	4.3%	6.2%	-6.9%	49.0%[activator]	20.7%	-8.7%	2.0%	75.1%[activator]
O=C(NCc1ccccc1)c1cnc(Cl)c(Cl)c1	-0.1%	-1.1%	3.2%	-1.3%	29.0%	32.0%[activator]	1.7%	3.7%	1.1%
Cc1ccc(-n2cc(CNC(C)Cn3cncn3)c(-c3ccc(F)cc3)n2)cc1 (centres undefined)	1.8%	-6.7%	-14.6%	-3.1%	14.8%	198.1%[activator]	?	-25.3%	·
CCCCC(CC)CNC(=O)C(Cc1ccccc1)NS(=O)(=O)c1ccc2c(c1)CCC(=O)N2 (centres undefined)	13.0%	2.7%	-7.8%	0.4%	36.2%	7.5%	-17.1%	-7.1%	-12.7%[59 µM]
O=C(c1ccc(NS(=O)(=O)c2ccc(F)cc2)cc1)N1CCCCC1	-11.6%	-2.2%	-7.5%	·	8.0%	-9.4%	7.4%	19.1%	44.7µM*
COc1ccc(C(=O)COC(=O)CCn2nnc(-c3cccc(O)c3OC)n2)cc1	-11.4%	-5.3%	0.6%	0.9%	23.6%	-4.9%	·	-1.0%	0.6%[59 µM]
COc1cc(-c2noc(CCC(=O)NC3CCCCC3)n2)cc(OC)c1OC	-2.2%	-2.4%	-0.7%	-10.2%	34.8%	13.4%	10.4%	0.9%	?
CC(=O)N1CCc2c(sc3c2c(=O)n(-c2cc(Cl)ccc2C)c(=O)n3C)C1	-0.6%	6.2%	-8.4%	4.3%	34.0%	-16.6%	-21.4%	-11.0%	-19.7%[59 µM]
O=C(/C=C/c1cccc(Br)c1)N1CCN(c2ccccn2)CC1	-3.4%	-10.2%	-30.1%	-7.5%	-1.6%	145.5%[activator]	-23.4%	-0.2%	-36.7%
Cc1ccccc1/C=N/n1c(-c2ccccn2)n[nH]c1=S	0.7%	-0.2%	3.16µM*	2.8%	-16.0%	?	8.91µM*	-21.0%	0.891µM*
Cc1cc(=O)[nH]c(SCC(=O)N2CCC(Cc3ccccc3)CC2)n1	-0.1%	-6.8%	-17.2%	0.4%	12.3%	203.5%[activator]	·	-1.6%	-0.2%
Cc1ccc(OCC(=O)Oc2ccccc2[N+](=O)[O-])cc1	-5.9%	-2.2%	-15.1%	·	20.1%	103.2%[activator]	·	1.0%	·
O=C(NCC1CCCO1)c1ccc(Oc2ccc([N+](=O)[O-])cc2)cc1 (centres undefined)	5.7%	i	-5.9%	-2.9%	10.6%[57 µM]	33.4%	-19.0%	-3.5%	-35.3%
COCCNc1nc2c(c(=O)n(C)c(=O)n2C)n1Cc1c(F)cccc1Cl	11.7%	-8.0%	-5.5%	-1.3%	17.5%	26.6%	0.2%	14.9%	2.3%[59 µM]
N#CCCN(CCC#N)C(=S)NC1CC2C=CC1C2 (centres undefined)	5.1%	-7.3%	6.3%	-1.6%	52.5%[activator]	8.8%	-0.6%	2.1%	·
COC(=O)c1scc(S(C)(=O)=O)c1-n1cccc1	-3.4%	i	?	0.7%	1.1%	185.0%[activator]	-0.7%	-13.9%	-8.8%[59 µM]
Cc1ccc2c(c1)-c1c(cnn1CC(=O)O)CO2	-5.0%	5.1%	-2.1%	1.5%	28.4%	15.3%	-3.0%	7.6%	-39.4%
COc1ccc(C2CC(c3cccs3)=NN2C(=O)CSc2nncs2)cc1OC (centres undefined)	-0.8%	-4.8%	-8.3%	1.2%	19.8%	25.6%	·	-1.3%	0.3%
Cc1c(C(=O)NCc2ccc(F)cc2)c(-c2ccccc2)nn1-c1ccccc1	11.0%	-4.5%	-3.1%[11.4 µM]	-2.4%	-5.2%	-13.1%	10.2%	-5.2%	17.1%
CC1CCCCC1NC(=S)NC(=O)c1cccs1 (centres undefined)	9.7%	1.3%	?	-12.9%	?	17.3%	?	-1.6%	-2.1%[59 µM]
COc1cc(-c2nnc(SCC(=O)Oc3ccc(C)cc3C)o2)cc(OC)c1OC	-2.8%	i	-26.8%	-2.3%	3.2%	10.2%	?	-12.4%	?
Cc1nn2c(NCCCN3CCOCC3)c3c(nc2c1-c1ccccc1)CCC3	0.6%	-3.1%	-12.9%	-1.5%	36.0%	1.7%	13.0%	45.3%[activator]	12.4%[59 µM]
NC(=O)/C=C/C(=O)Nc1ccc(Cl)cc1	-2.9%	4.1%	-35.3%	-2.3%	-26.4%	79.3%[activator]	-18.9%	-1.6%	11.2µM*
CCCCNc1nc(CC)c2c(c1C#N)CCCC2	-3.3%	-4.8%	30.3%	-7.9%	46.1%[activator]	3.2%	15.6%	1.3%	-5.6%
CCCCOC(=O)C1=C(C)NC(=O)NC1c1cc2c(cc1Br)OCO2 (centres undefined)	-0.7%	-4.0%	-28.2%	-4.4%	16.6%	-14.9%	-23.8%	-3.2%	12.1%
O=C(C1CCN(S(=O)(=O)c2ccc(Cl)cc2)CC1)N1CCCCCCC1	-1.1%	1.2%	-19.1%	-2.1%	7.5%	0.3%	-31.1%	-0.8%	-16.1%
O=C(c1ccc(-n2nc(C(F)(F)F)c3c2CCCC3)cc1)N1CCOCC1	0.1%	4.6%	-15.6%	0.8%	30.5%	-0.6%	-9.8%	-0.1%	-3.3%
Cc1ccccc1-c1cc2nc(C)c(C)c(=O)n2[nH]1	-1.6%	12.5%	-10.9%	0.1%	20.6%	127.4%[activator]	?	-19.0%	·
COc1ccc(CNCC(O)(c2ccccc2)c2ccc(F)cc2)cc1OC (centres undefined)	-4.4%	-2.4%	-19.7%	-2.1%	10.7%	-14.7%	4.6%	3.6%	0.1%
CCOC(=O)C1(Cc2cccc(OC)c2)CCCN(C(=O)c2cc(CC(C)C)[nH]n2)C1 (centres undefined)	5.5%	-4.3%	-11.8%	-7.4%	23.2%	1.5%	-5.7%	5.4%	-1.6%[12.7 µM]
Cc1cc(OCC(=O)NCc2cccnc2)c2c(C)cc(=O)oc2c1	1.9%	7.5%	-7.6%	-5.6%	40.0%	-29.7%	-4.4%	-0.2%	·
Cc1ccc(CS(=O)(=O)c2ccc(C(=O)N3CCCCC3)cc2[N+](=O)[O-])cc1	-1.1%	4.7%	-12.0%	-6.7%	37.0%	126.1%[activator]	-12.0%	2.3%	-38.5%

One compound at a time (already shown).
Cc1nn2c(NCCCN3CCOCC3)c3c(nc2c1-c1ccccc1)CCC3 in the list: Pin1 inh = 0.6%; Tb PGK inh = -3.1%; JMJD2A Tudor inh = -12.9%; BLM helicase inh = -1.5%; HP1b chromo inh = 36.0%; Pol iota inh = 1.7%; BAZ2B inh = 13.0%; GLS inhibitor = 45.3%[activator]; G9a inh = 12.4%[59 µM]
Cc1c(C(=O)NCc2ccc(F)cc2)c(-c2ccccc2)nn1-c1ccccc1 in the list: Pin1 inh = 11.0%; Tb PGK inh = -4.5%; JMJD2A Tudor inh = -3.1%[11.4 µM]; BLM helicase inh = -2.4%; HP1b chromo inh = -5.2%; Pol iota inh = -13.1%; BAZ2B inh = 10.2%; GLS inhibitor = -5.2%; G9a inh = 17.1%
